High-throughput results deposited in PubChem by several laboratories.
Rin1 Abl inh – inhibitors of Rin1-Abl protein binding, primary screen, biochemical, TR-FRET. hit rate 0.4% among 360,000. inhibition, % at 7.35 µM. Tyrosine-protein kinase ABL1 (Homo sapiens) + Ras and Rab interactor 1 (Homo sapiens), …. AID 588664, 2011; in the data active means inhibition above about 5%, passing the limit was not always enough
E coli Lon inh – inhibitors of E. coli Lon protease, primary screen, biochemical, fluorescence polarization; P0A9M0; purified E. coli Lon protease; inhibition, % at 7.94 µM; hit rate 0.42% among 360,000; AID 602123, 2011; in the data active means inhibition above about 13%, passing the limit was not always enough;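 further: 0% = enzyme with probe and DMSO and 100% = no enzyme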
NRP1-CendR mod – modulators of CendR peptide binding to NRP-1, primary screen, biochemical, fluorescence polarization, uHTS; FAM-RPARPAR peptide binding to NRP-1; Neuropilin-1 (Homo sapiens), O14786; AID 602438, 2012; inhibition, % at 25 µM; hit rate 0.85% among 360,000;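 active means inhibition or corrected inhibition above about 18%, plus a signal ratio from 0.5 to 1.5, limit read from the data, passing the limit was not always enough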; further: strong numbers were not always called active
Target sequence (O14786 whole entry, looked up): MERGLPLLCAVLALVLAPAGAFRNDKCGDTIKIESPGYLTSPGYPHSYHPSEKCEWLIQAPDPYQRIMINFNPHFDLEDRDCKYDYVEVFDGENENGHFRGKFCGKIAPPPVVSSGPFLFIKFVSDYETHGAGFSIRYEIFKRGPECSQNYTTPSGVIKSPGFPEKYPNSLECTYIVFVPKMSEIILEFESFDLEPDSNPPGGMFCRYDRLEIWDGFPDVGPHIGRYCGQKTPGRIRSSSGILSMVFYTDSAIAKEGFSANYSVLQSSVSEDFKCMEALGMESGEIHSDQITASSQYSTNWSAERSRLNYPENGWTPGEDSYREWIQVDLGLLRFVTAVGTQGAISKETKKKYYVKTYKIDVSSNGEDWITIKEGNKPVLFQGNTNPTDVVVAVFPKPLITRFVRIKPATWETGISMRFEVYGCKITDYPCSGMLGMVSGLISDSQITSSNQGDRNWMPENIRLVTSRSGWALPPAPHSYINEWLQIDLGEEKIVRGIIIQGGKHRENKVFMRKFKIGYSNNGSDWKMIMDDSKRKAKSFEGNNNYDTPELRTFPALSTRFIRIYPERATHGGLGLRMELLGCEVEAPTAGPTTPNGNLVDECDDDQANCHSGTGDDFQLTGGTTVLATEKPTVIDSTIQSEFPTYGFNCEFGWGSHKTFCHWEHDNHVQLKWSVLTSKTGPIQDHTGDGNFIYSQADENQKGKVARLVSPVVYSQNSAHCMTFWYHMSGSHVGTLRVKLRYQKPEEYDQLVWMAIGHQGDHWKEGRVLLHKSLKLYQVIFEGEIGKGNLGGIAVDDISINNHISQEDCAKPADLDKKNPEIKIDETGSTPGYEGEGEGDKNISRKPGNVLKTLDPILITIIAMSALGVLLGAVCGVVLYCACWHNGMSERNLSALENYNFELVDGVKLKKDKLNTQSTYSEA
Neddyl block – inhibitors of cullin neddylation, primary screen, biochemical, TR-FRET, uHTS, NAE and Ubc12 | hit rate 0.58% among 360,000 | calls only at 25 µM | NEDD8-conjugating enzyme Ubc12 (Homo sapiens) + NEDD8-activating enzyme E1 regulatory …; in the data active means inhibition above about 36%
MT1-MMP act inh – blockers of MT1-MMP proenzyme processing, primary screen, HT1080 RFP-PRO-GFP cells, GFP/RFP fluorescence. Matrix metalloproteinase-14 (Homo sapiens), P50281. GFP/RFP ratio fluorescence, overnight; percent of plate control window, DMSO zero. GFP/RFP ratio change, % at 20 µM. hit rate 0.061% among 360,000. AID 651647, 2012;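 active means GFP/RFP ratio change of at least 30% with cell ATP level not reduced by more than half and red fluorescence within 50% of control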; further: strong numbers were not always called active
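Material: RFP-PRO-GFP reporter HT1080 cells. Dosing: single-point 20 µM compound, 1% DMSO. Controls: DMSO and RFP-L50D-GFP cell wells. Timing: cells overnight before dosing, compound overnight, 37 °C, 5% CO2. Measure: GFP/RFP fluorescence ratio.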
bovine MsrA act – bovine MsrA enzyme activators, primary screen, biochemical, absorbance, HTS. activation, % at 10.6 µM. purified bovine MsrA, absorbance read-out. hit rate 0.3% among 360,000; in the data active means activation above about 7.5%;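 further: 0% = vehicle and 100% = reference activator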
MsrA inhibitor – bovine MsrA enzyme inhibitors, primary screen, biochemical, absorbance, HTS; AID 651718, 2012; hit rate 0.75% among 360,000; inhibition, % at 15.5 µM; purified bovine MsrA, absorbance read-out; in the data active means inhibition above about 4.5%;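 further: 0% = vehicle wells with enzyme and 100% = reference inhibitor wells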
SKN-1 inh – suppressors of acrylamide-induced Pgst-4::GFP reporter in worms, primary screen, SKN-1 inhibitor project, whole organism, uHTS, GFP/RFP fluorescence ratio, strain VP596; C. elegans VP596 Pgst-4::GFP/RFP ratio, 24 h; hit rate 0.49% among 360,000; inhibition, % at 21.8 µM;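 active means interference check ratio from 0.5 to 1.5 plus GFP to RFP signal ratio inhibition reaching or exceeding a fixed threshold, cut at about 30% in these data, passing the limit was not always enough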; further: some compounds called inactive have numbers as strong as hits
FAS TE block – FAS thioesterase domain inhibitors, primary screen, biochemical, fluorescence intensity, uHTS; hit rate 0.67% among 360,000; inhibition, % at 15 µM; Fatty acid synthase (Homo sapiens), P49327; recombinant FAS-TE, OMFH fluorogenic substrate, fluorescence endpoint;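 active means compounds whose normalised, plate-corrected inhibition of enzyme fluorescence in the single-dose primary screen is 50% or more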;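 further: 0% = DMSO with enzyme and 100% = substrate without enzyme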
* = called active by the depositor; i = inactive; . = not tested or not shown.

Values in the order – Rin1 Abl inh	E coli Lon inh	NRP1-CendR mod	Neddyl block	MT1-MMP act inh	bovine MsrA act	MsrA inhibitor	SKN-1 inh	FAS TE block
Cc1ccc(C(=O)Nc2cccc(-c3ccc(N4CCOCC4)nn3)c2)cc1[N+](=O)[O-]
 : 3.3	-9.6	-10.7	i	0.7	-0.8	0.3	-19.4	12.5
CSc1ncc(Cl)c(C(=O)Nc2cccc3ccccc23)n1
 : 0.3	-2.2	-4.3	i	0.9	-3.0	-1.1	3.5	-1.9
O=C(COc1ccccc1)OCC(=O)c1ccc(O)cc1O
 : -0.7	1.5	-8.8	i	-3.8	-11.5	2.0	-5.9	-5.6
COc1ccc(NC(=O)c2ccc3c(c2)CCN3S(C)(=O)=O)cc1
 : 2.9	8.4	1.6	i	-0.3	-6.8	1.2	12.5	-5.5
Cc1ccc(N2NC(=O)/C(=C/c3ccc(-c4ccc(Cl)c(C(=O)O)c4)o3)C2=O)cc1
 : 1.4	-0.2	-30.3	i	-5.0	-9.2	-1.3	-0.5	-8.9
O=C(NCc1cccc(Cl)c1)c1cnn2c1NC(c1ccco1)CC2C(F)(F)F (stereo not drawn)
 : 1.8	-10.9	-30.5	i	2.7	0.9	-1.2	6.4	24.9
Cc1ccc2c(c1)Sc1c(ccc3ccccc13)N2
 : -0.6	20.9	47.7*	i	-3.0	0.6	0.1	-2.1	28.9
COc1ccc(Cl)cc1NC(=O)CSC1=NN2CCCC(=O)N=C2S1
 : 3.0	-11.3	0.7	i	-3.3	-2.9	-0.5	12.5	1.0
COc1ccc(CN2CCN(c3ccc(F)cc3)CC2)c(OC)c1OC
 : 2.5	-6.2	7.4	i	3.0	-3.1	0.6	3.9	4.2
Cc1cccc(OCc2nnc(SCC(=O)O)n2Cc2ccccc2)c1
 : -2.4	8.2	-3.7	i	2.2	-2.9	0.2	2.9	-1.2
O=C(CC1C(=O)NCCN1Cc1cccc(C(F)(F)F)c1)NCCc1cnccn1 (stereo not drawn)
 : 2.0	15.6	20.9*	i	-1.7	-0.1	0.8	8.4	-3.2
CCCC[N+](C)(C)CCC(=O)NC(C)(C)CS(=O)(=O)[O-]
 : -1.6	-2.3	0.3	i	-0.9	-1.8	1.5	-0.3	-5.3
O=C(Nc1c2c(nn1-c1ccccc1)CS(=O)(=O)C2)C1CCCC1
 : 0.0	-14.4	6.5	i	2.3	-6.3	-0.2	-8.2	-5.6
Cc1cc(C(=O)OCC(=O)N2C(C)CCCC2C)c(C)o1 (stereo not drawn)
 : -2.4	0.1	7.1	i	-2.5	0.4	-0.1	17.5	-5.8
COc1ccc(C2CCc3cc4c(cc3C2=NOC(C)=O)OCO4)cc1OC (stereo not drawn)
 : 0.2	-7.5	-10.6	i	-3.7	-8.1	0.5	1.4	0.2
CCOC(=O)N1CCN(C(c2ccnc3ccccc23)c2nnnn2-c2ccc3c(c2)OCCO3)CC1 (stereo not drawn)
 : .	-10.0	22.4	i	-8.0	-1.5	-0.5	18.6	-8.7
Cc1nnsc1Sc1ccccn1
 : 0.8	0.8	3.0	i	0.5	-4.2	-1.8	10.1	-3.0
Cc1ccccc1S(=O)(=O)Nc1nc2ccccc2nc1Cl
 : -2.2	-3.7	-2.1	i	-2.9	-3.2	1.3	-0.6	-5.4
O=C(NC1CCCC1)c1ccc(Cl)s1
 : -0.8	-10.5	-11.0	i	-2.6	-3.3	-0.8	3.9	-1.1
Cc1cccc(N/C=C(\[N+](=O)[O-])S(=O)(=O)c2ccccc2)c1
 : 1.0	-7.8	-24.9	i	2.7	-0.4	0.1	-9.3	-6.6

Record cards, as listed above.
COc1ccc(C2CCc3cc4c(cc3C2=NOC(C)=O)OCO4)cc1OC (stereo not drawn) in the list: Rin1 Abl inh = 0.2; E coli Lon inh = -7.5; NRP1-CendR mod = -10.6; Neddyl block = i; MT1-MMP act inh = -3.7; bovine MsrA act = -8.1; MsrA inhibitor = 0.5; SKN-1 inh = 1.4; FAS TE block = 0.2
Cc1nnsc1Sc1ccccn1 in the list: Rin1 Abl inh = 0.8; E coli Lon inh = 0.8; NRP1-CendR mod = 3.0; Neddyl block = i; MT1-MMP act inh = 0.5; bovine MsrA act = -4.2; MsrA inhibitor = -1.8; SKN-1 inh = 10.1; FAS TE block = -3.0

(listing goes on)
Values in the order – Rin1 Abl inh	E coli Lon inh	NRP1-CendR mod	Neddyl block	MT1-MMP act inh	bovine MsrA act	MsrA inhibitor	SKN-1 inh	FAS TE block
CCOC(=O)C1=C(C)N=c2s/c(=C\c3cccn3C)c(=O)n2C1c1cccc(OC)c1OC (stereo not drawn)
 : -1.1	-41.8	-173.3	i	-97.8	0.4	-0.4	-4.6	-19.2
COc1ccc(NC(=O)C(CC(C)C)NC(=O)C2CCC(C)CC2)cc1 (stereo not drawn)
 : 2.8	1.6	2.5	i	-8.4	-1.1	0.0	-11.6	4.4
COC(=O)COc1ccc(S(=O)(=O)Nc2ccccc2SC)cc1
 : -3.2	-9.4	-18.2	i	0.7	-3.9	-1.1	-15.8	-5.1
CCN1C(=O)/C(=C\c2nc3ccccc3c(=O)n2CC)c2ccccc21
 : -3.8	-3.7	11.8	i	-2.6	-10.4	4.7*	4.6	-3.4
CSc1nc2cc(C)nn2c(-c2ccccc2)c1C#N
 : -0.8	3.1	-7.4	i	0.2	-2.5	-1.2	-0.6	-9.0
CC(C)CCCN1C(Nc2ccccc2)=NC[C@@H]1C
 : 1.7	-8.8	1.5	i	4.7	-0.2	-0.1	8.7	-7.0
COc1ccc(CN2CCN(Cc3c[nH]c4ccccc34)CC2)cc1
 : 1.0	-2.0	3.1	i	2.8	-1.6	-1.0	6.4	-1.2
Cn1c(CSc2nc3ccccc3s2)nnc1SCC(=O)NCCCN1CCOCC1
 : -0.5	0.4	1.2	i	-2.8	-2.2	-1.1	-10.5	-8.2
COCCNC(=O)CCCn1c(=O)c2ccccc2n(Cc2ccccc2C#N)c1=O
 : 1.9	-8.2	10.1	i	3.8	-0.5	1.7	7.8	-6.7
COc1ccc(Nc2nc(NCc3ccco3)nc(N/N=C/c3ccc(O)cc3)n2)cc1
 : 1.0	2.4	-13.0	i	10.5	-1.9	1.1	12.8	9.2
CCN1C(=C2C(=O)c3ccccc3C2=O)C=Cc2ccccc21
 : -4.2	-19.8	-21.9	i	-45.8	-0.2	1.6	16.3	-11.9
Fc1ccc(CNc2ncccn2)cc1
 : 1.6	2.9	2.4	i	1.7	-8.6	-1.3	4.7	-3.1
O=C(O)c1cc(O)ccc1NC(=O)c1cccc2ccccc12
 : 2.5	2.7	-9.1	i	6.3	-11.2	1.1	-21.9	-5.1
OC(CNc1nc(C(F)(F)F)nc2ccccc12)c1ccccc1 (stereo not drawn)
 : 4.7	-8.6	0.0	i	-3.0	-0.4	-0.1	10.4	4.4
S=C(NCC1CCCCC1)Nc1cccnc1
 : 2.4	6.8	-4.6	i	3.0	-9.7	0.4	-8.7	-8.0
COCC(=O)NC1(c2nnnn2CCOC(=O)Nc2ccc(Cl)cc2)CCCCC1
 : 0.6	3.3	12.1	i	0.8	-1.6	-0.9	-10.2	0.4
O=C(OCC(=O)N1CCN(c2ccccc2)CC1)c1ccc(Cl)nc1
 : 3.2	-4.0	-5.1	i	5.6	-0.1	-0.6	6.4	-4.5
COc1nc(NCc2cccnc2)nc(OC)n1
 : -3.7	-0.6	-9.9	i	5.1	-6.0	-0.6	0.8	-7.9
CC(C)Cn1c2c(c(=O)[nH]c1=O)C(C(F)(F)F)(C(F)(F)F)N=C(CCC1CCCCC1)N2
 : -1.2	6.3	7.5	i	-5.5	2.9	-0.4	10.3	-8.4
Cc1ccc(C)c(N(CC(=O)N(C)C)S(C)(=O)=O)c1
 : -0.4	0.4	0.7	i	5.0	-10.5	0.6	-21.4	-10.7
CC(Sc1nnc(N)s1)C(=O)Nc1ccc(N2CCOCC2)cc1 (stereo not drawn)
 : -0.1	-12.2	-0.1	i	3.7	-10.2	0.6	-28.5	-9.5
CCn1c(SCC(=O)NCC2CCCO2)nnc1-c1ccc(Cl)cc1 (stereo not drawn)
 : 7.7	-8.8	0.2	i	4.0	-16.1	-0.7	-16.9	-8.2
Cc1ccc2occ(-c3nn[nH]n3)c(=O)c2c1
 : 0.7	-1.2	9.1	i	1.5	-5.0	-0.1	27.4	-11.5
CCCCC1=CC2=C(c3ccco3)C(=O)C(C)(OC(=O)c3ccc(OC)cc3)C(=O)C2=CN1Cc1ccc2c(c1)OCO2 (stereo not drawn)
 : -19.1	-7.2	-31.5	i	-21.7	-1.1	.	9.5	16.8
O=C(CN1C(=O)NC2(CCCC2)C1=O)NCc1cccc(Cl)c1
 : 4.0	2.2	16.0	i	8.3	-2.8	1.0	1.9	-2.0
Cc1ccc(C)c(Cn2nc3c4ccccc4n(Cc4ccccc4)cc-3c2=O)c1
 : 0.2	9.8	11.1	i	0.2	-2.5	-1.1	11.9	-3.8
COCCNc1c(-c2ccc(O)cc2)nc2ccc(Cl)cn12
 : -0.2	-3.1	-3.5	.	3.7	-5.7	2.5	12.8	-8.3
CC(=O)Nc1ccc2nc(-c3cccs3)[nH]c2c1
 : -4.3	-4.8	0.4	.	8.1	-5.3	2.2	-6.2	-5.7
CCOC(=O)C1=NN2C(O)C3(C)CC(C(=O)OCC)=NN3C(O)C2(C)C1 (stereo not drawn)
 : -0.6	4.9	-3.7	i	2.4	-4.6	2.2	13.2	-9.2
COC(=O)Cc1ccc(NC(=S)NCc2ccc(Cl)cc2)cc1
 : -2.3	-4.5	-5.4	i	1.4	-1.8	-1.1	-8.0	-1.4
CC1(C(=O)Nc2cccc(C#N)c2)CCN1C(=O)C1(c2ccccc2)CC1 (stereo not drawn)
 : 0.2	-10.3	-6.3	i	2.3	0.0	0.2	1.4	13.0
Cc1c(C(=O)NCc2ccccc2CN2CCCC2)oc2ccccc12
 : -3.2	-3.1	5.0	i	7.0	-9.0	1.1	4.6	-1.5
OCc1cc(-c2ccc(Cl)c(Cl)c2)on1
 : -2.8	-5.2	-3.9	i	1.9	-7.0	1.0	5.9	-2.9
CC(=O)N1N=C2c3ccccc3CCC2C1c1ccc(F)cc1 (stereo not drawn)
 : -0.2	-0.1	7.0	i	-4.2	-2.3	0.3	15.6	6.5
O=C(OCC(=O)N1CCOCC1)c1ccccc1O
 : -0.3	4.0	4.2	i	1.2	2.2	0.8	-7.3	-3.2
CN1C(=CC=C2C=C(I)C(=O)C(I)=C2)C(C)(C)c2ccccc21
 : -4.9	-0.3	-52.7	i	-12.9	-4.6	-0.6	78.4	-15.2
COc1cccc(C2CC(c3ccc(Cl)cc3)n3nc(N)nc3N2)c1 (stereo not drawn)
 : -2.2	1.5	5.5	i	8.1	-4.6	0.3	-26.3	0.8
Cc1nc(-c2ccc(S(=O)(=O)N3CCN(c4cccc(C)c4C)CC3)cc2)co1
 : 1.1	7.5	2.6	i	-0.1	-3.1	-0.8	8.7	36.5
C/C(CCc1ccccc1)=N\NC(=O)c1ccccc1[N+](=O)[O-]
 : 3.0	-9.2	14.6	i	-0.4	-3.0	0.6	8.6	-9.9
COC(=O)c1ccc2c(=O)sc(N3CCC(C(N)=O)CC3)nc2c1
 : -5.5	-2.7	-0.1	i	-7.3	-1.9	0.5	14.2	-2.4
Cc1n[nH]c(C)c1S(=O)(=O)N1CCOCC1
 : 0.1	-2.3	26.7*	i	4.4	-1.0	0.6	1.1	-0.8
